Screening results: PubChem BioAssay, NCI
NCI-60 one-dose screen, 48 h, at 10 µM unless noted. Numbers give growth in % (100 = growth as untreated, 0 = no growth, -100 = all killed).
SK-MEL-2: SK-MEL-2 melanoma. 77,000 tested, 4.7% active. AID 1794763
UACC-257: UACC-257 melanoma | AID 1794764 | 78,000 tested, 4.4% active
SK-MEL-5: SK-MEL-5 melanoma; 80,000 tested, 6.4% active
SK-MEL-28: SK-MEL-28 melanoma; 81,000 tested, 4.1% active
MDA-MB-435: MDA-MB-435 melanoma; 82,000 tested, 7.8% active
UACC-62: UACC-62 melanoma. 81,000 tested, 5.4% active
MALME-3M: MALME-3M melanoma. 78,000 tested, 5.8% active. AID 1794766
LOX IMVI: LOX IMVI melanoma | 79,000 tested, 7.4% active | AID 1794757
* = called active by the depositor; / = no result given. The calls were made as follows: active = growth percent below 10; inactive = the rest.

Compound	SK-MEL-2	UACC-257	SK-MEL-5	SK-MEL-28	MDA-MB-435	UACC-62	MALME-3M	LOX IMVI
O=C1CCc2c(sc3[nH]c(=S)n(-c4ccc(Cl)cc4)c(=O)c23)C1	92	90	106	98	89	94	96	97
C1CC[N+]2(CC1)CC[N+]1(CCCCC1)CC2	115	99	102	112	105	102	108	112
O=S(=O)(NCCNc1nccc(-c2c(-c3cccc(O)c3)nc3occn23)n1)c1ccc(C(F)(F)F)cc1	94	61	56	58	45	27	7.8*	75
C=C(C)[C@@H]1CC[C@]2(C(=O)NCCC#N)CC[C@]3(C)[C@H](CC[C@@H]4[C@@]5(C)Cc6c([nH]c7ccccc67)C(C)(C)[C@@H]5CC[C@]43C)[C@@H]12	111	98	102	97	94	98	105	95
CCOC(CN1CCCC1)OCC	114	111	103	111	108	100	104	106
CC(NCc1ccccc1)c1cc(Cl)ccc1O (configuration not stated)	116	106	95	98	89	109	99	/
CN(C)c1ccc(/C=N/NC(=O)c2ccccc2Nc2cccc(C(F)(F)F)c2)cc1	62	101	82	91	92	86	/	65
C[C@]12CC[C@H]3[C@@H](CCC4=CC(=O)CC[C@@]43C)[C@@H]1CC[C@@H]2COS(=O)(=O)c1ccc(Br)cc1	108	78	61	98	84	74	107	86
C/C=C/C=C/C1OC23CCCCC2C(C#N)(C(=N)O3)C1(C#N)C#N (configuration not stated)	102	94	100	104	98	94	112	85
CC1=C(SCCC(=O)OC(C[Se]C2=C(C)C(=O)c3ccccc3C2=O)C(=O)NCCCCCC(=O)OCc2ccccc2)C(=O)c2ccccc2C1=O (configuration not stated)	23	45	8.7*	54	25	65	46	40
Cc1nn2c(-c3nc4ccc(Cl)cc4[nH]3)c(-c3ccc(F)cc3)nc2s1	105	93	91	94	100	92	128	91
COC(=O)C(=CC(Cl)(Cl)Cl)C(=O)OC	97	88	101	107	99	101	111	100
CCN(CC)CCOc1ccc(C2=C(c3ccccc3)CCc3cc(OC)ccc32)cc1	-83*	/	-68*	-96*	-34*	-60*	-91*	-60*
CC(=O)c1sc(Nc2ccc(S(=O)(=O)Nc3nc(C)cc(C)n3)cc2)nc1C	103	115	103	113	109	103	/	100
NS(=O)(=O)c1ccc(CCN2C(=O)/C(=C\c3ccc(F)cc3)C=C2c2ccc(Cl)cc2)cc1	102	97	102	103	100	89	94	99
COc1ccc(C/C(C)=C(\c2ccc(Cl)cc2)c2ccc(OCCN)cc2)cc1	110	108	99	107	108	98	102	100
CCC/C=C/C=N/N1C(=S)N(c2ccccc2)[C@]23OC(N)=C(C#N)[C@]12C(=O)c1ccccc13	95	85	92	117	104	78	107	87
Nc1nc2nc(Br)[nH]c2c(=O)[nH]1	103	107	104	111	109	103	98	96
O=C(N(c1ccccc1)c1ccccc1)n1cc(I)c2nc(Cl)nc(Cl)c21	71	54	64	88	37	37	73	31
CCCN1C[C@H](CSC)C[C@@H]2c3cccc4[nH]cc(c34)C[C@H]21	119	110	/	/	97	99	98	94
COc1ccc(S(=O)(=O)n2ccc(-c3ccc4c(c3)CCC(C)(C)O4)n2)cc1	84	57	43	98	74	50	110	79
O=c1[nH]c(=S)[nH]c(=O)n1Cc1cccc2ccccc12	/	/	/	103	100	90	97	94
c1ccc2cc3c(cc2c1)oc1ccccc13	117	92	109	115	103	97	141	92
Nc1c(Cl)cc([N+](=O)[O-])cc1Br	121	91	99	110	91	102	107	104
Nc1c(C(=O)Nc2ccccn2)sc2nc3c(cc12)CCCCCCCC3	84	88	70	95	54	80	85	71

Next part; it opens with the 2 that closed the last part.
Compound	SK-MEL-2	UACC-257	SK-MEL-5	SK-MEL-28	MDA-MB-435	UACC-62	MALME-3M	LOX IMVI
Nc1c(Cl)cc([N+](=O)[O-])cc1Br	121	91	99	110	91	102	107	104
Nc1c(C(=O)Nc2ccccn2)sc2nc3c(cc12)CCCCCCCC3	84	88	70	95	54	80	85	71
O=c1c2ccccc2n(C[C@H]2CO2)c2ccccc12	-65*	-10*	-81*	2.8*	-62*	-83*	-74*	-54*
Cc1ccc(S(=O)(=O)NC(=O)NNC(=O)C(=O)Nc2ccc(F)cc2)cc1	/	101	103	103	101	105	104	100
COc1ccc(/C=C2\CN(C)CC3=C2OC(N)=C(C#N)C3c2ccc(OC)c(OC)c2)cc1OC (configuration not stated)	76	98	87	110	100	96	92	84
Cc1n[nH]c2ccc([N+](=O)[O-])cc2c1=O	104	102	103	112	108	100	110	94
CSc1nnc2c3cc(Br)cc(Br)c3n(C)c2n1	128	90	/	127	99	96	/	94
Cc1ccc(C(C)C)c(OCc2ccc(C(=O)N/N=C/c3cccc(O)c3O)cc2)c1	72	59	39	43	56	31	30	-12*
Brc1ccc2[nH]cc(-c3nn4cc(-c5nccs5)nc4s3)c2c1	81	57	73	50	13	79	-7.4*	8.9*
C=C1c2c(C)nn(-c3cccc(Cl)c3)c2N(C)C23C[C@H]1C1(C)c4c(C)nn(-c5cccc(Cl)c5)c4N(C)C(C)(C[C@H]12)C3 (some centres not stated)	124	116	113	102	107	101	131	102
O=C(CCCCCCN1CC(=O)N2[C@@H](c3ccc(Cl)c(Cl)c3)c3[nH]c4ccccc4c3C[C@H]2C1=O)NO	80	65	51	52	47	35	40	-55*
COc1ccc(CCn2cncc2-c2c[nH]c3ccc(Br)cc23)cc1	67	41	15	73	53	51	52	65
CC(=O)Nc1cc2c(O)c(N=Nc3ccc(C(=O)Nc4ccc(N=Nc5ccc(S(=O)(=O)O)cc5)cc4)cc3)c(S(=O)(=O)O)cc2cc1S(=O)(=O)O	112	111	106	105	103	110	94	103
COc1ccc(NC(=O)Nc2nc3ccc(OC(F)(F)F)cc3s2)cc1	114	112	99	103	101	100	102	99
CN(C)c1ccc(-c2c(C#N)c(=O)nc3n2CC(=O)S3)cc1	140	98	103	102	105	96	101	92
O=C1CC23OC4ON=C(Br)C4C2C(O)c2ccccc2N13 (configuration not stated)	90	103	111	114	111	94	80	89
CCCCN(C(=O)c1ccc2c(c1)NC(=O)CS2)c1ccccc1	82	/	94	124	109	83	98	92
CC(=O)Nc1cccc(C(=O)NC(=S)Nc2ccc(S(N)(=O)=O)cc2)c1	94	105	97	99	101	96	89	/
CCCCC(CC)C(=O)O (configuration not stated)	111	104	104	102	104	101	94	95
COc1ccc(/C=C(\c2cc(OC)c(OC)c(OC)c2)c2nnc(-c3cc4ccccc4o3)o2)cc1	100	100	100	109	92	95	/	98
CC1SC2(CCC(c3ccccc3)CC2)N(NC(=O)Cc2ccccc2Nc2c(Cl)cccc2Cl)C1=O (configuration not stated)	113	90	91	104	98	84	111	98
COC(=O)CCc1ccccc1	100	98	108	101	106	103	92	98
COc1cc([N+](=O)[O-])c2nc(/C=N/NC(N)=S)ccc2c1	122	103	97	104	99	107	132	105
CCCNC(C)C(=O)Nc1ccccc1C (configuration not stated)	121	108	/	113	103	103	99	98
C=CCc1cc2c(C)cc(=O)oc2c(C)c1OC(C)=O	116	106	104	108	99	99	103	99
OC(CNc1ncccn1)(c1ccccc1)c1ccccc1	103	116	96	100	107	95	96	92
CC(=O)Oc1ccc(C2(c3ccc(OC(C)=O)cc3)OC(=O)c3ccccc32)cc1	112	100	/	126	119	111	106	110

(next part)
Compound	SK-MEL-2	UACC-257	SK-MEL-5	SK-MEL-28	MDA-MB-435	UACC-62	MALME-3M	LOX IMVI
O=c1c2cc3cc(Cl)ncc3n2c(=O)c2cc3cc(Cl)ncc3n12	100	112	108	110	104	104	99	97
O=C(O)Cn1c(O)c(/C=C2/C=c3cc4c(cc3=NC2=O)OCO4)sc1=S	94	94	99	102	98	96	97	102
Cc1ccc(N=NC(C#N)C#N)cc1	108	109	94	89	100	/	63	79
CCOC(=O)CCCCN(C)CCCCC(=O)OCC	134	89	101	102	96	102	105	101
COc1cc(-c2cc(=O)oc3cc(O)ccc23)c(OC)c2c1OCO2	97	101	91	97	101	74	89	94
COC(=O)c1ccc2c(c1)[n+](=O)c(C(C)=O)c(C(F)(F)F)n2[O-]	-32*	-30*	-100*	27	0.5*	-33*	-26*	-95*
Nc1nc(N)c(N=Nc2ccc(S(=O)(=O)c3ccc(N=Nc4c(N)nc(N)[nH]c4=O)cc3)cc2)c(=O)[nH]1	89	109	111	127	106	94	121	92
NNC(=O)c1oc2nc(-c3cnccn3)cc(-c3cccs3)c2c1N	118	107	99	112	103	100	108	/
O=C1/C(=C\c2cccn2C(=O)c2ccccc2)c2ccccc2N1c1c(Cl)cccc1Cl	/	91	83	74	34	59	83	38
C=CCn1c(C)nc2ccc(Nc3nc(-c4ccccc4)nc4ccccc34)cc21	120	103	90	103	96	88	98	87
COC(=O)Nc1nc2ccc(C(=O)c3cccc(I)c3)cc2[nH]1	12	61	-34*	49	-36*	25	31	17
COc1cc2c(cc1N)-c1ccc(N)cc1C2	108	115	93	108	104	96	105	97
O=C1NN(c2ccccc2)C(=O)/C1=C\c1ccccc1	103	97	101	110	104	101	103	107
Nc1nc(-c2cccc3ccccc23)cc2ccccc12	28	57	11	48	-65*	24	82	21
COc1ccc(-c2ncc(-c3ccccc3)[nH]2)cc1OC	118	11	106	105	104	95	260	116
Cc1ccc(NS(=O)(=O)c2ccccc2)c([N+](=O)[O-])c1	107	97	121	105	101	97	123	/
O=S(=O)(O)SCC1=NCCN1	101	100	99	/	103	94	101	92
Cc1c2c(cn1Cc1ccccc1)CCc1cn[nH]c1-2	96	107	89	105	27	77	105	91
O=C1NCC(Nc2ccccc2)C(=O)N1 (configuration not stated)	102	101	110	116	114	109	144	96
CCOC(=O)c1ccc(Nc2ncnc3c2cnn3-c2cccc(Br)c2)cc1	108	105	100	105	102	95	102	97
CSc1nnc(-c2cnn3c2NC(c2ccccc2)C3)n1-c1ccc(F)cc1 (configuration not stated)	94	90	93	111	93	84	100	97
N#Cc1c(Nc2ccc(N3CCOCC3)cc2)nc(SCC(=O)c2ccc(Br)cc2)nc1-c1ccccc1	94	102	102	104	109	104	111	100
CC(C)(O)Cn1cc(-c2ccc(-c3cncc(Cl)c3N3CCC4(CCNC4=O)CC3)cc2)cn1	108	83	93	125	106	107	133	102
O=C1CC2OC3c4ccccc4N4C(=O)COC24C3C1 (configuration not stated)	113	95	107	121	112	96	109	101
Nc1nc(Nc2cccc(Cl)c2)cc(=O)[nH]1	102	96	100	100	101	93	104	105

Looked up above:
O=C(O)Cn1c(O)c(/C=C2/C=c3cc4c(cc3=NC2=O)OCO4)sc1=S | SK-MEL-5 = 99
COc1cc2c(cc1N)-c1ccc(N)cc1C2 | SK-MEL-5 = 93

The listing continues:
Compound	SK-MEL-2	UACC-257	SK-MEL-5	SK-MEL-28	MDA-MB-435	UACC-62	MALME-3M	LOX IMVI
Nc1c2c(nc3ccc(Cl)cc13)CC(c1ccc(Cl)cc1)CC2=O (configuration not stated)	107	106	99	99	95	95	108	/
O=NN(CC(=O)N/N=C\c1cccc([N+](=O)[O-])c1)CC(=O)N/N=C/c1cccc([N+](=O)[O-])c1	92	82	100	103	106	/	105	95
CCC(C(=O)OCC(=O)[C@@]1(O)CC[C@H]2[C@@H]3CCC4=CC(=O)CC[C@]4(C)[C@H]3[C@@H](O)C[C@@]21C)C(C)C (some centres not stated)	78	68	26	100	96	61	73	83
O=C1C(Cl)C(c2cccnc2)N1Nc1ncnc2ccccc12 (configuration not stated)	129	110	100	106	104	95	99	96
COc1ccc(Nc2cc(C)nc(N)n2)cc1	110	71	113	118	118	96	155	109
COc1ccc(C(O)C2c3c(cc4c(c3OC)OCO4)CCN2C)c(CO)c1OC (configuration not stated)	104	90	100	106	102	98	81	92
C=C(C[C@](O)(C(=O)/C=C/c1ccc(Cl)cc1)C(=O)OC)c1ccccc1	102	92	76	95	66	54	96	-72*
Nc1cnc(C(=O)NNc2nc3cc(F)ccc3n3cccc23)cn1	75	51	35	40	39	23	60	22
CCc1c(Nc2ccccc2Cl)[nH]c(N)nc1=S	/	112	97	97	91	82	/	95
CCCC(=O)OC(NC(=O)NC(OC(=O)CCC)C(Cl)(Cl)Cl)C(Cl)(Cl)Cl (configuration not stated)	92	82	100	97	105	/	81	102
COc1cc(OC)c(C(=O)/C=C/c2ccc(C#N)cc2)c(OC)c1	-11*	31	8.0*	39	5.6*	26	44	6.3*
O=C(CNc1ccc(Br)cc1)Cn1cc(COc2ccc(C=Nc3cnc4ccccc4c3)cc2)nn1	123	100	100	110	109	102	101	/

Reformatted: 4 of the compounds above
Compound: Nc1c2c(nc3ccc(Cl)cc13)CC(c1ccc(Cl)cc1)CC2=O (configuration not stated)
- SK-MEL-2: 107
- UACC-257: 106
- SK-MEL-5: 99
- SK-MEL-28: 99
- MDA-MB-435: 95
- UACC-62: 95
- MALME-3M: 108
- LOX IMVI: /

Compound: O=NN(CC(=O)N/N=C\c1cccc([N+](=O)[O-])c1)CC(=O)N/N=C/c1cccc([N+](=O)[O-])c1
- SK-MEL-2: 92
- UACC-257: 82
- SK-MEL-5: 100
- SK-MEL-28: 103
- MDA-MB-435: 106
- UACC-62: /
- MALME-3M: 105
- LOX IMVI: 95

Compound: CCC(C(=O)OCC(=O)[C@@]1(O)CC[C@H]2[C@@H]3CCC4=CC(=O)CC[C@]4(C)[C@H]3[C@@H](O)C[C@@]21C)C(C)C (some centres not stated)
- SK-MEL-2: 78
- UACC-257: 68
- SK-MEL-5: 26
- SK-MEL-28: 100
- MDA-MB-435: 96
- UACC-62: 61
- MALME-3M: 73
- LOX IMVI: 83

Compound: O=C1C(Cl)C(c2cccnc2)N1Nc1ncnc2ccccc12 (configuration not stated)
- SK-MEL-2: 129
- UACC-257: 110
- SK-MEL-5: 100
- SK-MEL-28: 106
- MDA-MB-435: 104
- UACC-62: 95
- MALME-3M: 99
- LOX IMVI: 96
